UBC9 SUMO inh = blocks human SUMOylation mediated by UBC9. P63279. inhibition, % at 35 µM. hit rate 0.36% among 290,000. HTRF SUMOylation assay, SAE1/SAE2 + UBC9, in vitro; in the data active = inhibition above about 50%, passing the limit was not always enough; also: strong numbers were not always called active
HCV NS3 hel inh = inhibitors of Hepatitis C virus NS3 helicase | NS3 helicase DNA unwinding, Cy5 molecular beacon fluorescence | inhibition, % at 10.9 µM | hit rate 0.56% among 290,000;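 active = inhibition above the mean of all tested compounds plus 3 SD, set per campaign, cut at about 35% in these data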;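 also: 0% = DMSO wells and 100% = thioflavine S control wells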
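Assay system – hepatitis C virus NS3 helicase domain fragment enzyme · Buffer or medium – MOPS pH 6.5, MgCl2, DTT, Tween20, BSA · Reagent – Cy5/quencher beacon DNA duplex and ATP to start · Compound – single 10.9 µM dose · Timing – 1 h at 25 °C · Technique – Cy5 beacon fluorescence read at start and 1 h · Measure – % inhibition of unwinding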
GalR3 antag = human GalR3 antagonism. O60755. HEK293 GalR3-CNG cAMP membrane potential fluorescence; galR3 body fused to GalR1 C-terminus. inhibition, % at 3 µM. hit rate 0.44% among 360,000. AID 651719;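 active = inhibition above the screen-wide average plus 3 SD, cut at about 13% in these data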;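 also: forskolin and galanin both at EC90 stimulate the cells; cAMP rise reported by CNG channel membrane potential dye signal; 0% = forskolin plus galanin with DMSO and 100% = forskolin alone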
VIM-2 inh = inhibitors of Pseudomonas aeruginosa VIM-2 metallo-beta-lactamase | purified VIM-2, nitrocefin hydrolysis, epi-absorbance fluorescence | inhibition, % at 5.6 µM | hit rate 0.89% among 290,000 | AID 1527;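 active = inhibition above the mean of all tested compounds plus 3 SD, cutoff set per screening run, cut at about 7.5% in these data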;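 also: red hydrolysis product quenches plate fluorescence so inhibitors raise well fluorescence; 0% = enzyme with DMSO and 100% = DMSO without enzyme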
pCIP destab = p/CIP protein destabilization | Q05BA5 | F442A p/CIP-EGFP cells, EGFP fluorescence, 16 h | decrease of EGFP signal, % at 10 µM | hit rate 0.01% among 290,000 | AID 1984;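 active = EGFP signal decrease of at least 30% at 10 µM or well 3 SD below plate mean, unless failing retest; inactive = the rest, including hits failing retest or dose response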; also: some compounds called inactive have numbers as strong as hits; many of its hits are not listed in these tables
CRFR2-BP antag = antagonists of CRF-binding protein/CRF-R2 receptor complex. hit rate 0.59% among 350,000. HEK293 CRF-R2/CRF-BP, CRF-induced calcium fluorescence. inhibition, % at 11.8 µM. AID 588475;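 active = inhibition of the ligand-induced calcium signal above about 50% at the single tested concentration, limit read from the data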
IMP-1 inhibitor = inhibitors of Pseudomonas aeruginosa IMP-1 metallo-beta-lactamase | purified IMP-1, nitrocefin hydrolysis, epi-absorbance fluorescence | inhibition, % at 5.6 µM | hit rate 0.45% among 290,000 | AID 1556;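 active = inhibition above the mean plus 3 SD of all compounds in the same screening run, cut at about 4.5% in these data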;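 also: 0% = IMP-1 with DMSO and 100% = DMSO wells lacking enzyme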
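System: Purified recombinant IMP-1 metallo-beta-lactamase enzyme | Measured by: Fluorescence quenching readout, ex 480/em 530 nm | Replication: Singlicate | Incubation: 15 min preincubation plus 25 min reaction at 25 °C | Evaluation: Percent inhibition from optical density relative to buffer-blank wells | Benchmarks: DMSO with and without IMP-1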
IDE cell inh = inhibits human insulin-degrading enzyme in HEK cells | FAbetaB cleavage, fluorescence polarization | inhibition, % at 5.59 µM | hit rate 0.41% among 320,000 | AID 434962;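 active = percent inhibition above the average of all tested compounds plus 3 SD, set per screening campaign, cut at about 16% in these data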;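 also: IDE supplied by intact live HEK cells; FP after avidin binding of uncleaved biotin substrate so inhibition keeps polarization high; 0% = DMSO wells and 100% = 60 µM reference IDE inhibitor Ii1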
Target sequence (P14735 whole entry, looked up): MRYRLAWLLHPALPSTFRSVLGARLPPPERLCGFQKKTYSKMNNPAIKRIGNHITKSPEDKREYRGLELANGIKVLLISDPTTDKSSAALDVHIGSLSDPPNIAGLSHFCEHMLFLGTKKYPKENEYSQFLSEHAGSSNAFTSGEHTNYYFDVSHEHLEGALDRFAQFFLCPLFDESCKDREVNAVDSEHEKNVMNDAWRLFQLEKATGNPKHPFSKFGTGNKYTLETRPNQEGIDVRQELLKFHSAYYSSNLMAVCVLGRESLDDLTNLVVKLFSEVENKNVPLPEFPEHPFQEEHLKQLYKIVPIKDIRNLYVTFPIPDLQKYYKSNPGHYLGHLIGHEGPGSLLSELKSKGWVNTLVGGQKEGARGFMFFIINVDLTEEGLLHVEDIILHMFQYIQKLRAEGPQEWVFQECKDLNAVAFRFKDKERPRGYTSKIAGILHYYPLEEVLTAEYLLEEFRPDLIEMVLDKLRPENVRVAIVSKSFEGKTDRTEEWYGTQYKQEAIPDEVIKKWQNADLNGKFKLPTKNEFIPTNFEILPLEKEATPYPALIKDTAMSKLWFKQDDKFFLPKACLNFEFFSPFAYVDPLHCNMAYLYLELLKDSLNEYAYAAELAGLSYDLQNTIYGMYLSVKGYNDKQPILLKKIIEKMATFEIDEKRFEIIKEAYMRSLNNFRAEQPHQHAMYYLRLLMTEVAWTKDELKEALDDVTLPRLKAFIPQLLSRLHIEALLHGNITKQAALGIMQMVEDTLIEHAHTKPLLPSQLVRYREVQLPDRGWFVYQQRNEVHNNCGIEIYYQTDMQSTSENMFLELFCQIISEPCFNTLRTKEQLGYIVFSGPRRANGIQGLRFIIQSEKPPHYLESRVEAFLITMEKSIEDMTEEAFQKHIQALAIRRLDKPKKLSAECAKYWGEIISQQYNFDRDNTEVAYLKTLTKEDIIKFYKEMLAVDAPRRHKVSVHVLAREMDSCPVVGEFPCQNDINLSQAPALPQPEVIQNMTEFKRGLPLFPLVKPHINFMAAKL
IDE cell activ = activators of human insulin-degrading enzyme in cells. P14735. HEK cells, FAbeta-B cleavage, fluorescence polarization; 0% vehicle, 100% cell-free pure enzyme wells. activation, % at 5.96 µM. hit rate 0.073% among 340,000;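 active = activation above the mean of all tested compounds plus 3 SD, set per screening campaign, cut at about 17% in these data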
Starred values were filed as active, the others as inactive; . = not tested or not shown.

A first look:
no.	structure	UBC9 SUMO inh	HCV NS3 hel inh	GalR3 antag	VIM-2 inh	pCIP destab
1	CCCn1c(NCc2cccc(OC)c2OC)nc2ccccc21	9	-14	-8	-1.8	0
2	Cc1ccccc1C(=O)N/N=C/c1ccc(OCC(=O)N2CCCCC2)cc1	40	8	-9	-2.2	-5
3	CCCC(=O)NC(=S)N1CCN(c2ccc([N+](=O)[O-])cc2)CC1	3	0	-1	0.0	12

no.	CRFR2-BP antag	IMP-1 inhibitor	IDE cell inh	IDE cell activ
1	-1	-3.5	0	3
2	-10	-2.9	0	7
3	23	-2.9	-2	7

All compounds of this part, from the first entry:
no.	structure	UBC9 SUMO inh	HCV NS3 hel inh	GalR3 antag	VIM-2 inh	pCIP destab
1	CCCn1c(NCc2cccc(OC)c2OC)nc2ccccc21	9	-14	-8	-1.8	0
2	Cc1ccccc1C(=O)N/N=C/c1ccc(OCC(=O)N2CCCCC2)cc1	40	8	-9	-2.2	-5
3	CCCC(=O)NC(=S)N1CCN(c2ccc([N+](=O)[O-])cc2)CC1	3	0	-1	0.0	12
4	Cc1ccc(-c2noc(CN(C)C(=O)Nc3ccc(F)cc3)n2)cc1	5	0	-6	-2.1	-4
5	CCOC(=O)c1cnc2c(C)cc(C)cc2c1NCCCN1CCOCC1	-1	41*	-9	9.6*	-6
6	COc1ccc(C(=O)NCc2nnc(SCC(=O)Nc3cc(OC)ccc3OC)o2)cc1	-3	-1	0	-1.4	2
7	O=C1CN2NC(=S)N(c3ccc(Cl)cc3)C2=CN1c1ccc(Cl)cc1	0	-7	-4	-3.2	2
8	O=C(O)c1ccc(CN2C(=O)c3ccc(Oc4ccc([N+](=O)[O-])cc4)cc3C2=O)cc1	-2	19	-8	2.0	-10

no.	CRFR2-BP antag	IMP-1 inhibitor	IDE cell inh	IDE cell activ
1	-1	-3.5	0	3
2	-10	-2.9	0	7
3	23	-2.9	-2	7
4	19	-1.6	1	0
5	30	0.3	.	2
6	-5	-0.3	4	7
7	-3	-3.3	0	2
8	19	0.3	-2	3

(more compounds)
no.	structure	UBC9 SUMO inh	HCV NS3 hel inh	GalR3 antag	VIM-2 inh	pCIP destab
9	Cc1noc(C)c1COC(=O)c1cc2ccccc2cc1O	10	-1	-1	-1.7	-8
10	O=C1CCC(=O)N1c1ccc(NC2CCN(Cc3ccccc3)CC2)c([N+](=O)[O-])c1	6	0	5	0.5	1
11	O=C(Nc1ccc(S(=O)(=O)N2CCCC2)cc1)C1CCCN1C(=O)c1cccs1 (stereo unspecified)	11	0	11	0.7	-10
12	O=C(CCC1CCCN(C(=O)Cc2ccc(F)cc2)C1)N1CCN(c2ccccn2)CC1 (stereo unspecified)	14	1	-7	-0.2	0
13	Nc1nc(NCc2ccccc2)nc(NCc2ccccc2)c1[N+](=O)[O-]	-1	-5	-11	-1.1	-12
14	COc1ccc(CC(=O)Nc2ccc3c(c2)CCC3)cc1	-16	-18	2	0.8	0
15	O=C(CSCc1ccc(Cl)cc1)Nc1ccc(S(=O)(=O)N2CCOCC2)cc1	-6	-15	1	-2.4	0
16	S=C(NCc1cccnc1)Nc1cccc(Cl)c1	2	-9	0	-0.2	12

no.	CRFR2-BP antag	IMP-1 inhibitor	IDE cell inh	IDE cell activ
9	38	-4.6	3	-3
10	-7	-3.2	2	1
11	10	-1.5	-2	6
12	11	-3.0	-2	-5
13	-6	-1.3	0	5
14	7	-2.5	2	-2
15	-12	-4.0	0	-5
16	10	-1.9	2	4

Next results
no.	structure	UBC9 SUMO inh	HCV NS3 hel inh	GalR3 antag	VIM-2 inh	pCIP destab
17	CNC(=O)C1=C(C)n2c(nc3ccccc32)NC1c1ccc(OC)cc1 (stereo unspecified)	-1	-15	2	-2.4	-6
18	CCOc1ccc2c(c1)n(CO)c(=S)n2CO	3	-1	-3	-2.7	-16
19	CN(C)S(=O)(=O)NC(c1ccccc1)c1ccccc1	7	4	-3	-0.5	2
20	O=C(COc1ccc2c3c(c(=O)oc2c1)CCC3)NCc1ccncc1	4	2	-1	29*	0
21	COc1ccccc1/C=C1\SC(=S)N(CCC(=O)N2CCCCC2CCO)C1=O (stereo unspecified)	-4	-28	-1	-2.8	0
22	Cc1nnc(SCc2ccc3c(c2)OCO3)s1	3	5	-1	-1.8	-12
23	COc1ccc(CNC(=O)CN(C(=O)CCC(=O)Nc2nccs2)c2ccc(C)cc2)cc1	-4	-16	-9	-1.8	-13
24	Cc1ccccc1N(CC(=O)NC(C)(C)C)C(=O)CCC(=O)Nc1nccs1	10	-4	-4	-0.3	-1

no.	CRFR2-BP antag	IMP-1 inhibitor	IDE cell inh	IDE cell activ
17	-10	-2.7	6	6
18	-4	-0.3	3	2
19	2	-0.8	-4	0
20	-6	-2.4	15	-28
21	-7	-1.1	-4	9
22	-4	-2.4	4	2
23	3	-1.7	-2	1
24	-1	-0.8	-1	-5

Next section.
no.	structure	UBC9 SUMO inh	HCV NS3 hel inh	GalR3 antag	VIM-2 inh	pCIP destab
25	COC(=O)CSc1[nH]c(=O)cc(C)c1C#N	1	-17	-2	-1.3	103
26	Cc1cccc(N2CCN(C(=O)Cn3sc4nc(C)cc(C)c4c3=O)CC2C)c1 (stereo unspecified)	18	1	.	-3.7	-3
27	Cc1occc1C(=O)NC(C)C1CCCO1 (stereo unspecified)	-6	6	-4	-0.2	2
28	COc1ccc(N2CCN(C(=O)c3ccc4[nH]c(C)c(C)c4c3)CC2)cc1	-1	-9	3	3.0	2
29	CCCn1cc([C@@H]2C[C@H]3CN(Cc4cccc(Cl)c4)C(=O)[C@]34CCCN24)c(C)n1	3	-2	0	-1.0	14
30	CCc1ccccc1NC(=S)N(CCN(C)C)C(C)c1ccco1 (stereo unspecified)	-5	7	-2	-3.8	4
31	O=C1c2ccccc2C(=O)C12OC2c1ccc(Cl)cc1Cl (stereo unspecified)	8	12	-6	-1.5	-1
32	Cc1c(S(=O)(=O)Nc2cccc3ccccc23)c(=O)n(C)c(=O)n1C	.	.	-3	.	.

no.	CRFR2-BP antag	IMP-1 inhibitor	IDE cell inh	IDE cell activ
25	4	-1.5	4	-4
26	10	-3.5	41*	-73
27	6	-2.1	-1	3
28	-16	-1.1	3	-1
29	-2	-0.5	2	4
30	-14	-6.0	-10	4
31	-12	-1.1	2	2
32	-4	.	2	3

(more compounds)
no.	structure	UBC9 SUMO inh	HCV NS3 hel inh	GalR3 antag	VIM-2 inh	pCIP destab
33	CC(=O)Nc1ccc2c(c1)nc1n2CCN(C2CCCCC2)C1	32	7	-6	-4.8	-3
34	COc1cc(C(=O)NCC(c2ccco2)N2CCOCC2)cc(OC)c1OC (stereo unspecified)	.	.	9	.	.
35	COc1cc2c(cc1O)CCN(C(=O)c1ccco1)C2C (stereo unspecified)	15	-4	-4	-3.7	-16
36	COc1ccccc1C1CC(=O)NC(SCC(=O)Nc2ccccc2)=C1C#N (stereo unspecified)	-1	3	5	-3.1	-20
37	CCCCCC(=O)NN=C1CCN(Cc2ccccc2)CC1	10	-4	0	-0.7	1
38	COc1ccccc1NC(=O)C(C)OC(=O)CSCC(=O)Nc1ccc(C)cc1C (stereo unspecified)	.	.	-2	.	.
39	CCCCN(C(=O)CC1CCCC1)c1c(N)n(CCC)c(=O)[nH]c1=O	.	.	-3	.	.
40	Cc1cc(C(F)(F)F)nc(CCNC(=O)C2CCC(=O)N(Cc3cccc(F)c3)C2)n1 (stereo unspecified)	1	1	-2	-2.7	7

no.	CRFR2-BP antag	IMP-1 inhibitor	IDE cell inh	IDE cell activ
33	-4	-2.5	.	5
34	0	.	-6	5
35	14	-0.9	5	-2
36	-5	-2.9	2	5
37	-6	1.4	-1	5
38	-3	.	3	2
39	11	.	6	1
40	5	-2.5	1	4

Additional entries follow.
no.	structure	UBC9 SUMO inh	HCV NS3 hel inh	GalR3 antag	VIM-2 inh	pCIP destab
41	Cc1cc(S(=O)(=O)NC(C)C)ccc1OCC(=O)NCc1ccccc1	22	4	-6	-2.4	-12
42	O=C(O)Cn1c2ccccc2c2n[nH]c(=S)nc21	1	18	-10	0.6	1
43	CC(=O)c1ccc(NC(=S)NCc2cccnc2)cc1	0	0	-9	-3.7	-10
44	COc1ccc(C(=S)N2CCNCC2)cc1	9	-4	-1	-0.1	6
45	Cc1cccc2cc(CN(CC3CCCO3)C(=O)c3cccs3)c(=O)[nH]c12 (stereo unspecified)	-2	-5	-5	-2.0	-8
46	O=C(O)CSc1nnc(-c2ccccc2Br)n1-c1cccc(C(F)(F)F)c1	11	0	4	-1.2	-2
47	CC1(C)CC(C(N)=S)CCO1 (stereo unspecified)	10	6	-8	-1.6	-2
48	Cc1cc(NC(=O)c2ccccc2)ncc1NC(=O)c1cccs1	6	10	-5	-0.7	-6

no.	CRFR2-BP antag	IMP-1 inhibitor	IDE cell inh	IDE cell activ
41	16	-3.6	6	1
42	1	-4.0	8	-2
43	7	-2.4	-1	2
44	-11	2.7	1	3
45	-17	-1.0	0	8
46	17	-2.4	3	0
47	3	-1.2	2	3
48	14	-4.2	0	4

The listing continues.
no.	structure	UBC9 SUMO inh	HCV NS3 hel inh	GalR3 antag	VIM-2 inh	pCIP destab
49	COc1ccc(OC)c(NC(=O)CSc2nc(N3CCOCC3)nc(N3CCOCC3)n2)c1	5	-19	-1	-3.3	4
50	CCC(C)NS(=O)(=O)c1ccc(N)cc1 (stereo unspecified)	6	4	-7	-1.6	-14
51	Cc1ccc(NC(=O)CCNS(=O)(=O)c2ccc3c(c2)CCC(=O)N3)cc1F	2	18	.	-3.5	-5
52	Cn1cc(S(=O)(=O)N2CCc3ccccc32)cc1C(=O)NC1CCCCC1	1	-18	.	-3.1	-4
53	O=C(CSc1nnc(-c2cccs2)o1)c1cccs1	2	0	-3	-1.4	-5

no.	CRFR2-BP antag	IMP-1 inhibitor	IDE cell inh	IDE cell activ
49	-10	-2.5	1	-5
50	-19	-3.7	-1	0
51	-6	-3.4	5	2
52	-7	-2.0	-2	7
53	-14	-1.8	6	-2

Screening results (PubChem)
